# Screening data from PubChem.
# TRPC6 inh – blocks the mouse TRPC6 cation channel; Q61143; HEK293-TRPC6, membrane potential dye, ACh-evoked depolarization; active compounds read low; B-score at 10 µM; hit rate 1.1% among 310,000;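 active = B-score under library mean minus 3 SD, initial fluorescence not abnormally high, positive integrated signal ratio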;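 note: B-score derived from integrated fluorescence ratio over the kinetic read; more negative B-score means stronger inhibition of depolarization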
# SKKanGAS inh – SKKanGAS growth inhibition | S. pyogenes SKKanGAS, kanamycin growth, BacTiter-Glo, 6 h | inhibition, % at 7.5 µM | hit rate 1.3% among 300,000;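 active = mean replicate score, as percent of positive control median, at least 50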;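 note: strain carries kanamycin resistance gene driven by streptokinase promoter and grows in 40 µg/ml kanamycin; loss of luminescence reflects streptokinase promoter inhibition or plain growth inhibition; 0% = median of DMSO wells and 100% = positive control at its reference dose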
# MrgX1 allo act – human MrgX1 positive allosteric modulation, primary screen; hit rate 0.63% among 310,000; B-score at 10 µM; MrgX1-HEK293, Fluo-4 calcium flux, FDSS; active compounds read high;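 active = plate-corrected calcium response at least 3 library SD above typical, normal starting fluorescence, not activating the receptor alone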;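 note: compound read alongside a low EC10 to EC30 dose of BAM8-22 agonist; peak minus trough fluorescence over baseline measured at the second addition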
# Target sequence (Q96LB2 whole entry, looked up): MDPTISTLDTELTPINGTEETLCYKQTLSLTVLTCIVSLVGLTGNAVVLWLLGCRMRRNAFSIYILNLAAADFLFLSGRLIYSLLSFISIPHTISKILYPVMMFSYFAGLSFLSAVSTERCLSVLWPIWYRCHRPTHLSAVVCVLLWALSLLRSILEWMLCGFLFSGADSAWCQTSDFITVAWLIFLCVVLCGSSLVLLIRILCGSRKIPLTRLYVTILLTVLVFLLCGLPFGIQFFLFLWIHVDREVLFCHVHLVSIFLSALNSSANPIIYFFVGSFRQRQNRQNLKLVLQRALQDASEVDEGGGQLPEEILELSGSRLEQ
# MrgX1 ag – activates human MrgX1 receptor signaling; Q96LB2; MrgX1-HEK293 cells, Fluo-4 calcium fluorescence, agonist mode; active compounds read high; B-score at 10 µM; hit rate 0.44% among 310,000;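 active = calcium response B-score plate-corrected fluorescence ratio at least 3 library SD, with starting fluorescence B-score inside 5 SD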
#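 Material: MrgX1-expressing HEK293 cells; input: 15,000 cells per well; doses: test compound given as first of three sequential additions; schedule: overnight plating before 1 h dye loading; technique: Fluo-4 NW calcium-flux fluorescence, kinetic read; evaluation: baseline-normalised fluorescence change ratio, B-scored; control set: plate-wise positive and negative controls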
# MrgX1 antag – blocks BAM8-22 activation of human MrgX1 receptor; hit rate 1.3% among 310,000; MRGX1-HEK293 calcium flux, Fluo-4, BAM8-22 antagonism; active compounds read low; B-score at 10 µM; AID 588676; Q96LB2;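 active = calcium-response B-score plate-corrected more than 3 library SD below zero, starting fluorescence within 5 deviations, no agonist response on first addition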;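 note: peak minus trough fluorescence over baseline after final BAM8-22 challenge near maximal dose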
# HIF act – HIF pathway transcriptional activation; U2OS HRE-luciferase reporter, luminescence; normalized: DMSO 0%, desferrioxamine 100%; activation, % at 7.5 µM (by protocol); hit rate 0.32% among 300,000; AID 1910;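 active = mean activation of at least 10% of the iron chelator positive control signal, with at least half of replicates also reaching 10%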
# TRPC6 act – activates the mouse TRPC6 cation channel; Q61143; HEK293-TRPC6 membrane potential dye fluorescence; active compounds read high; B-score at 10 µM; hit rate 0.13% among 310,000;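 active = B-score of the integrated fluorescence ratio above library mean plus 3 SD, and starting fluorescence ratio within library mean plus 5 SD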;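 note: higher score means more depolarization so channel activation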
# TRPC4 block – inhibitors of mouse TRPC4 channel | Q9QUQ5 | HEK293 TRPC4beta/mu-opioid, DAMGO-evoked Fluo4 calcium flux; active compounds read low | B-score at 10 µM | hit rate 0.39% among 300,000;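 active = B-score over 3 SD under the library average, no early fluorescence shift, positive overall ratio signal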
#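 test system = HEK293 cells with stable TRPC4beta plus mu-opioid receptor expression | detection = Fluo4 Ca2+ flux fluorescence | read-out = integrated fluorescence ratio relative to baseline, converted to per-well B score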
# RGS4 act – potentiators or activators of RGS4 | HEK293 M3R/inducible RGS4, carbachol calcium flux Fluo4; active compounds read low | B-score at 10 µM | hit rate 0.92% among 310,000 | AID 463111;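 active = B-score of the integrated calcium signal more than 4 SD below the library mean, with starting fluorescence not abnormally high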;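 note: negative B-score means reduced calcium response which marks RGS4 activation or potentiation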
#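 Material: M3R-expressing HEK293 line, RGS4 induced by doxycycline | Schedule: Overnight RGS4 induction, 30 min dye load 37 °C, 20 min compound RT | Measured by: Fluo4 fluorescence kinetic imaging of calcium | Read-out: Integrated calcium ratio converted to B score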
# RGS4 block – inhibitors of human RGS4; P49798; HEK293 M3R/RGS4 inducible, Fluo-4 calcium flux; active compounds read high; triggered by carbachol at its EC20; B-score at 10 µM; hit rate 0.45% among 310,000;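 active = B-score, a plate-corrected calcium signal, over three deviations above library mean, with baseline fluorescence within five deviations of library mean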;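 note: RGS4 expression induced by doxycycline in cells with stable M3 receptor; B-score is computed from the integrated fluorescence ratio over baseline after carbachol; higher B-score means a larger calcium signal and so more RGS4 inhibition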
# Target sequence (P49798 whole entry, looked up): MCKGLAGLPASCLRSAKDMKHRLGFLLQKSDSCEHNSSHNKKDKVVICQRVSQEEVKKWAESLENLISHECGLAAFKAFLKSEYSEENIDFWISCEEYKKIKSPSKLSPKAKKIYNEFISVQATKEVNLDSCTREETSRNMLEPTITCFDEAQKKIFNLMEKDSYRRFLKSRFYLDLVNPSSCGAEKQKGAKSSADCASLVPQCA
# Platelet DG rel – platelet dense granule release activity | hit rate 0.22% among 300,000 | AID 1663 | human platelet-rich plasma, SFLLRN dense granule ATP release, luminescence | inhibition, %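 (compounds screened at 7.5 µM in platelet-rich plasma)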;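 active = mean replicate score, as percent of positive control, at or above 50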
# An asterisk follows results filed as active; i = inactive; . = not tested or not shown. Compounds were not picked by outcome. Share with any hit: about 6.1%.
SMILES,TRPC6 inh,SKKanGAS inh,MrgX1 allo act,MrgX1 ag,MrgX1 antag,HIF act,TRPC6 act,TRPC4 block,RGS4 act,RGS4 block,Platelet DG rel
CCOc1ccccc1NC(=O)/C(C#N)=C/c1cccnc1,i,10,i,i,i,-0.1,i,i,i,i,11
Cc1cc(C)nc(SCc2nnc(SCC(=O)Nc3nccs3)n2Cc2ccco2)n1,i,-8,i,i,i,-0.1,i,i,i,i,2
CCOc1cc(C(=O)NC(=S)Nc2nc(C)cc(C)n2)cc(OCC)c1OCC,i,0,i,i,i,-2.6,i,i,i,i,-13
CCN1CCN(C(=O)C2CC(=O)N(c3ccc(Cl)cc3)C2)CC1 (configuration not stated),i,-12,i,i,i,0.3,i,i,i,i,-1
CCC1(CC)NC(=O)N(CC(=O)OCC(=O)NC(=O)c2ccc(Cl)cc2)C1=O,i,0,i,i,i,-1.0,i,i,i,i,5
Cc1cccn2c(=O)c(/C=C(\C#N)C(=O)NCc3ccco3)c(N3CCCCC3)nc12,i,7,i,i,i,0.1,i,i,i,i,-13
Fc1ccc(-c2nnc(CSc3nnc(-c4cccs4)o3)o2)cc1,i,0,i,i,i,0.3,i,i,i,i,10
Cc1ccc(S(=O)(=O)N2CCOCC2)cc1C(=O)NCCCn1ccnc1,i,-8,i,i,i,0.2,i,i,i,i,-3
COc1ccc(CNC(=O)CN2c3ccccc3S(=O)(=O)c3ccccc32)cc1,i,11,i,i,i,0.1,i,i,i,i,9
COc1ccc(Nc2cc(Nc3cccc(OC)c3)ncn2)cc1,i,4,i,i,i,-9.2,i,i,i,i,0
COc1cccc(-c2nnn(C/C(N)=N/O)n2)c1,i,-1,i,i,i,0.9,i,i,i,i,4
CCOC(=O)N1CCC(N2CCN(S(=O)(=O)c3ccc([N+](=O)[O-])cc3)CC2)CC1,i,1,i,i,i,-1.2,i,i,i,i,-4
Cc1cc(C)c(S(=O)(=O)N2CCC(C(N)=O)CC2)cc1C,i,1,i,i,i,-0.3,i,i,i,i,-2
CCOc1ccccc1N1CCN(C(=O)CNC(=O)c2ccccc2F)CC1,i,-1,i,i,i,0.1,i,i,i,i,-4
CCOC(=O)c1c(N)n(CCOC(=O)c2cccs2)c2nc3ccccc3nc12,i,17,i,i,i,-3.7,i,i,i,i,-9
CC(=O)OC(C(=O)n1nc(C)cc1C)c1ccccc1 (configuration not stated),i,1,i,i,i,0.0,i,i,i,i,2
N#Cc1ccccc1NC(=O)c1ccccc1OCC(=O)NCc1ccco1,i,-6,i,i,i,0.0,i,i,i,i,-10
O=C(NC(=O)c1ccccc1Cl)Nc1ccc(-c2cnco2)cc1,i,4,i,i,i,1.7,i,i,i,i,-4
CCc1cc(C(=O)Cc2nc3ccccc3[nH]2)c(O)cc1O,i,21,i,i,i,6.9,i,i,i,i,-1
CC(C)S(=O)(=O)C1=NSC2=NC(=O)/C(=C\c3ccc(-c4ccccc4)o3)C(=N)N21,i,6,i,i,i,-0.5,i,i,i,i,0
Cc1c(C(=O)O)sc2nc(SCC(=O)Nc3ccc(S(=O)(=O)NC(C)(C)C)cc3)[nH]c(=O)c12,i,-2,i,i,i,-0.8,i,i,i,i,1
O=C(c1ccccc1Cl)c1c(O)c2ccccc2oc1=O,i,4,i,i,i,-0.2,i,i,i,i,-3
COc1ccc(NC2CC(=O)N(c3cccc([N+](=O)[O-])c3)C2=O)cc1 (configuration not stated),i,-1,i,i,i,0.3,i,i,i,i,-29
O=C(NCc1ccccc1Cl)c1ccc(Cn2cc(C(F)(F)F)ccc2=O)cc1,i,-5,i,i,i,-0.4,i,i,i,i,-10
O=c1[nH]nnc2c1sc1nc(N3CCOCC3)c3c(c12)CCCC3,i,18,i,i,i,-0.4,i,i,i,i,1

# (listing goes on)
SMILES,TRPC6 inh,SKKanGAS inh,MrgX1 allo act,MrgX1 ag,MrgX1 antag,HIF act,TRPC6 act,TRPC4 block,RGS4 act,RGS4 block,Platelet DG rel
Cc1ccc(NS(=O)(=O)c2ccc3c(c2)N(C)CCO3)cc1,i,0,i,i,i,4.5,i,i,i,i,3
CN1C(=O)CC(N2CCN(C(c3ccccc3)c3ccccc3)CC2)C1=O (configuration not stated),i,-6,i,i,i,-5.0,i,i,i,i,1
CCOCc1cc(C)[nH]c(=O)c1C#N,i,3,i,i,i,-0.1,i,i,i,i,-3
O=C(NC(=S)NC(c1ccccc1)c1ccncc1)c1ccccc1 (configuration not stated),i,14,i,i,i,1.4,i,i,i,i,-2
Cc1cc(C)c(S(=O)(=O)c2ccccc2C)c(Cl)n1,i,0,i,i,i,0.2,i,.,i,i,-3
Nc1ccc(-c2cc(-c3ccc(N)cc3)nc(-c3ccccc3)n2)cc1,i,3,i,i,i,-0.1,i,i,i,i,3
Cc1cccc(C)c1OCC1CNC(=O)O1 (configuration not stated),i,1,i,i,i,-1.9,i,i,i,i,-4
CCOC(=O)c1c(NC(=O)CC)sc(C(=O)N2CCCCC2)c1C,i,-12,i,i,i,-0.3,i,i,i,i,-8
CCOC(=O)N1[C@@H]2C=C(C)[C@@H]2[C@@H]2[C@@H](C)C(=O)N21,i,-3,i,i,i,.,i,i,i,i,-9
COC(=O)C1=C(N)Oc2cc(C)n(Cc3cccnc3)c(=O)c2C1c1cc(OC)ccc1OC (configuration not stated),i,-3,i,i,i,-0.2,i,i,i,i,-31
Cc1csc(NC(=O)c2ccc(Cl)cc2[N+](=O)[O-])n1,i,1,i,i,i,1.7,i,i,i,i,0
CCOC(=O)N1CCC(N2CCCC(C(=O)c3ccccc3OC)C2)CC1 (configuration not stated),i,-1,i,i,i,0.1,i,i,i,i,10
[O-]c1c[n+](-c2ccc(-[n+]3cc([O-])on3)cc2)no1,i,4,i,i,i,-0.2,i,i,i,i,-3
CSc1nc(Cl)c(Cc2ccc(OC(C)C)cc2)c(N(C)C)n1,i,-20,i,i,i,0.3,i,i,i,i,18
O=C(NCc1ccco1)c1cccc(S(=O)(=O)N2CCOCC2)c1,i,-5,i,i,i,0.4,i,i,i,i,6
Cc1cccc(OCc2nnc(SCC(=O)NC3CCCCC3)n2C)c1,i,2,i,i,i,-0.8,i,i,i,i,-5
COC(C[C@@H]1O[C@@H]1[C@@H](O)COCc1ccccc1)OC,i,1,.,.,.,0.1,i,i,i,i,-3
Cc1cccc(NC(=O)CSc2nnc(CNC(=O)c3cccs3)o2)c1C,i,0,i,i,i,0.2,i,i,i,i,0
CCC1CCCCN1CCCNC(=O)CS(=O)(=O)Cc1nc(-c2cccc(OC)c2)oc1C (configuration not stated),i,-1,i,i,i,0.0,i,i,i,i,3
Cc1ccc(/C=C2\SC(=S)N(CCC(=O)NNC(=O)c3cccnc3)C2=O)cc1,i,5,i,i,i,0.0,i,i,i,i,7
CC12CCCCC1c1ccccc1C(=NCC(=O)O)N2 (configuration not stated),i,2,i,i,i,0.2,i,i,i,i,1
O=C(CSc1ccsc1[N+](=O)[O-])N1CCCCC1,i,-2,i,i,i,-0.1,i,i,i,i,0
Cc1cc(NC(=O)CSc2ncnc3sc(C)c(C)c23)no1,i,0,i,i,i,0.0,i,i,i,i,-3
CCCCc1nc2ccccc2c(N)c1CCC (tested in a mixture with another compound),-7.6*,-18,i,i,i,0.2,i,-6*,i,i,6
COc1cccc(C(=O)Nc2c[nH]c(=O)[nH]c2=O)c1,i,-3,i,i,i,-0.3,i,i,i,i,0

# Records listed above shown as hits in TRPC4 block.
Compound,MrgX1 antag,TRPC6 act,TRPC4 block,RGS4 block,Platelet DG rel
CCCCc1nc2ccccc2c(N)c1CCC (tested in a mixture with another compound),i,i,-6*,i,6

# The list goes on:
SMILES,TRPC6 inh,SKKanGAS inh,MrgX1 allo act,MrgX1 ag,MrgX1 antag,HIF act,TRPC6 act,TRPC4 block,RGS4 act,RGS4 block,Platelet DG rel
Cn1nc(C(=O)NC2=NCCS2)ccc1=O,i,4,i,i,i,-0.4,i,i,i,i,-8
COc1cc(C)c(C(C)C)cc1S(=O)(=O)NCCCn1ccnc1,i,0,i,i,i,2.4,i,i,i,i,-1
CCN(CC)C(=O)CSc1nnc(CCCCCNC(=O)OC(C)(C)C)o1,i,-2,i,i,i,0.3,i,i,i,i,2
Cc1cc(C(=O)Nc2c(C)n(C)n(-c3ccccc3)c2=O)c2ccccc2n1,i,8,i,i,i,0.4,i,i,i,i,-3
C#Cc1ccc([C@H]2C=C(C(=O)NCc3nc4ccccc4[nH]3)O[C@@H](OCc3ccc(CO)cc3)C2)cc1,i,10,i,i,i,0.4,i,i,i,i,2
Cc1csc(NC(=O)C2CCN(S(=O)(=O)c3cccs3)CC2)n1,i,-3,i,i,i,0.0,i,i,i,i,6
CN(C)CCn1c(C(=O)Nc2ccccc2)cc2ccccc21,-7.8*,-2,i,i,i,-0.5,i,i,i,i,-5
CCOc1cc(/C=C2/C(=O)ON=C2C)cc(Br)c1O,i,-1,i,58*,i,-0.8,i,i,i,i,4
Cc1nc2nc3c(c(=O)n2[nH]1)CCCC3,i,-4,i,i,i,-0.2,i,i,i,i,-2
Cc1ccc2sc(N(CCN(C)C)C(=O)/C=C/c3cccs3)nc2c1C,i,12,i,i,i,0.0,i,i,i,i,-4
O=C(C1CC1)N(Cc1nc2ccccc2c(=O)[nH]1)Cc1cccs1,i,6,i,i,i,-0.8,i,i,i,i,-4
O=[N+]([O-])c1ccc(Sc2cc[n+]([O-])c3ccccc23)c([N+](=O)[O-])c1,i,-2,i,i,i,2.7,i,i,i,i,-6
CCOc1ccccc1NC(=S)N1CCN(c2nc(-c3ccc(F)cc3)cs2)CC1,i,-3,i,i,i,-0.2,i,i,i,i,2
O=C1OCc2ccc(NC(=O)c3sccc3Cl)cc21,i,-5,i,i,i,0.4,i,i,i,i,0
Cc1ccc(NC(=S)N2CCCC(c3nc4ccccc4[nH]3)C2)cc1 (configuration not stated),i,14,i,i,i,0.5,i,i,i,i,11
Fc1ccc(-n2cnnn2)c(F)c1,i,-4,i,i,i,-0.4,i,i,i,i,-2
CCn1c(NCc2ccccn2)nc2c1c(=O)n(C)c(=O)n2C,i,7,i,i,i,-0.1,i,i,i,i,1
Cc1c(CCC(=O)N[C@@H](CC(C)C)C(=O)O)c(=O)oc2c(C)c3oc4c(c3cc12)CCCC4,i,23,i,i,i,-0.2,i,i,i,i,4
